Compound activity (PubChem BioAssay)
GPR35 arrestin U2OS: inhibition of zaprinast-stimulated GPR35 beta-arrestin translocation – imaging, U2OS, beta-arrestin-GFP, zaprinast agonist, primary screen (AID 2058). U2OS GPR35 beta-arrestin-GFP translocation imaging, zaprinast antagonism; higher % means a stronger effect. inhibition, % at 10 µM, or IC50 in µM where a hit was titrated. 0.052% of 290,000 active;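 active = inhibition of at least 50% with at least 30 cells and total cytoplasm GFP at most 10,000,000; inconclusive = under 30 cells or total GFP of 10,000,000 plus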
SV40 large T antigen: TAg ATPase/helicase activity blockers – biochemical (AID 1903). SV40 large T antigen ATPase/helicase inhibition assay; higher % means a stronger effect. inhibition, % at 20 µM; hits with a dose series show IC50 in µM. 0.39% of 310,000 active; in the data active = a potency from the dose series; inconclusive = inhibition mostly from about 32% at the one dose, without a potency; inactive = the rest, 99 in 100 with inhibition below about 32%; note: strong numbers were not always called active
HIV fusion peptide: inhibitors of HIV fusion peptide binding, primary screen, biochemical, uHTS, fluorescence dequenching (AID 1986). cell-free peptide binding, fluorescence dequenching, 30 min; higher % means a stronger effect. inhibition, % at 20 µM, or IC50 in µM where a hit was titrated. 0.3% of 290,000 active; in the data active = inhibition mostly above about 52%, no sharp cut-off; inactive = mostly below about 76%; note: some results filed as inactive read as strong as hits
Rac1 GTP hydrolysis: MgcRacGAP GTPase-activating activity inhibitors, confirmation, biochemical, ADP Hunter fluorescence; MgcRacGAP-stimulated Rac1 GTP hydrolysis, ADP Hunter fluorescence; higher % means a stronger effect; GST-tagged Rac1 F28L mutant substrate; AID 624330; 0.6% of 340,000 active; inhibition, % at 30 µM; hits with a dose series show IC50 in µM;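 active = first-screen hits whose inhibition reached a set limit at any dose in the follow-up dose series; inconclusive = inhibition above the set first-screen limit but never retested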;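 note: fluorescence reports GDP produced by GAP-driven GTP hydrolysis; strong numbers were not always called active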
PhoP inhibition: PhoP-dependent GFP reporter repression – Salmonella Typhimurium, primary screen (AID 1863). 0.16% of 300,000 active. one-dose inhibition, % at 50 µM; IC50 in µM for titrated hits. S. Typhimurium PhoP-regulated promoter GFP reporter, 4 h; higher % means a stronger effect;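 active = inhibition over 29.93%, a cutoff 3 SD above the screen mean, later confirmed by dose response; inconclusive = inhibition over 29.93% but no dose response follow-up; inactive = inhibition at most 29.93% or unconfirmed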;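 note: 0% = low Mg2+ inducing control and 100% = high Mg2+ repressing control; strong numbers were not always called active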
Dengue-2 NS5 capping: flavivirus cap methylation enzyme inhibition – biochemical, confirmation dose response, primary screen (AID 588689); Dengue-2 NS5 methyltransferase capping enzyme assay, biochemical; higher % means a stronger effect; 0.3% of 340,000 active; inhibition, % at 25 µM, or IC50 in µM where a hit was titrated; in the data active = a potency from the dose series; inconclusive = inhibition above about 29% without an active follow-up result
UTI89 phage lysis: protection from phage-mediated lysis, alamar blue read-out – E. coli UTI89, K1F phage, bacterial capsule biogenesis inhibitors (AID 488966). 0.02% of 340,000 active. E. coli UTI89 K1F phage lysis, alamar blue, 2 h; higher % means a stronger effect. inhibition, % at 100 µM, or IC50 in µM where a hit was titrated;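 active = phage lysis inhibition, versus mean bacterial control, above a set limit; inconclusive = no clear call, values can overlap the other calls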;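 note: capsule biogenesis inhibitors block K1F phage lysis so surviving cells raise fluorescence; higher fluorescence means more inhibition of phage lysis; actives were called in the ten point dose series up to 300 µM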
GPR55 LPI antagonism: inhibition of LPI-stimulated GPR55 beta-arrestin translocation – imaging, U2OS, beta-arrestin-GFP, LPI agonist, primary screen (AID 2013); U2OS GPR55 beta-arrestin-GFP translocation imaging, LPI antagonism; higher % means a stronger effect; inhibition, % at 10 µM; hits with a dose series show IC50 in µM; 0.13% of 290,000 active;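 active = spots per cell inhibited over 60%, with over 100 cells counted and total cytoplasm intensity under 500,000; inconclusive = wells with under 100 cells, flagged as likely toxic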;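 note: U2OS cells stably carrying GPR55 and arrestin-GFP stimulated by 5 µM LPI near EC80; imaged beta-arrestin-GFP aggregate spots per cell after agonist stimulation; plate controls were LPI-stimulated DMSO wells for no effect and DMSO wells without LPI for full effect; some results filed as inactive read as strong as hits; confirmed hits need IC50 under 10 µM and bright autofluorescent wells are also inconclusive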
RSV CPE inhibition: inhibition of RSV-induced cytopathic effect – HEp-2 cells, primary 10 µM value included (AID 2391); HEp-2 cells, RSV-induced CPE inhibition; higher % means a stronger effect; CPE inhibition, % at 10 µM, or IC50 in µM where a hit was titrated; 0.13% of 310,000 active; in the data active = a potency from the dose series; inconclusive = CPE inhibition mostly from about 23% at the one dose, without a potency; inactive = the rest, 99 in 100 with CPE inhibition below about 21%; note: strong numbers were not always called active
Active calls of the source: *; ? = inconclusive; · = not tested or not shown; & = joins results of further samples; [ ] = dose if it differs, or a comment.

SMILES	GPR35 arrestin U2OS	SV40 large T antigen	HIV fusion peptide	Rac1 GTP hydrolysis	PhoP inhibition	Dengue-2 NS5 capping	UTI89 phage lysis	GPR55 LPI antagonism	RSV CPE inhibition
CN(C)CCC(c1ccc(Br)cc1)c1ccccn1 (configuration not stated)	-5%	7%&11%	0.6%	0%&5%&5%	-4%&-1%	?	1.7%&-2.8%&0.8%	8%	-0.2%&-0.1%
CSCC[C@@H](C(=O)NCCCCCCCCCCC(=O)N1CCNCC1)n1cc(CCO)nn1	·	-2%	·	4%	·	-3%	1.4%	·	-0.6%
CCc1cc(C(=O)COc2ccc(F)cc2)c(O)cc1O	-1%	3%	2.5%	9%	-7%	7%	-0.3%	14%	9.4%
Cc1ccc(-n2c(C)cc(C(=O)CN3C(=O)C(=O)N(C4CCCC4)C3=O)c2C)cc1	-8%	18%	0.0%	-3%	9%	-5%	2.8%	-5%	-2.8%
CCCCn1c(=NC(=O)c2ccco2)c(C(=O)OCC)cc2c(=O)n3cccc(C)c3nc21	-3%	16%	0.8%	6%	-7%	-5%	-0.6%	22%	16%
CCc1noc(C)c1C(=O)OCC(=O)NC(=O)c1ccccc1	-5%	20%	-1.2%	7%	3%	1%	2.1%[50 µM]	12%	1.4%
CCCN1CCCC[C@H]1C(=O)Nc1c(C)cccc1C	·	12%	·	-3%	-6%	-1%	1.3%	·	-0.3%
CCOc1ccc(C(=O)Nc2cnn(Cc3ccc(Cl)c(Cl)c3)c2)cc1	-2%	-4%	-2.9%	8%	23%	-8%	7.7%	-4%	·
COc1ccc(C(=O)Nc2cc(C)nn2-c2cccc(F)c2)cc1OC	0%	9%	0.6%	5%	·	-12%	0.1%	6%	1.2%
O=C(NNC(=O)c1cccs1)c1ccc(Cl)c(Cl)c1	2%	7%	3.0%	-3%	-11%	2%	0.4%	3%	1.0%
Cc1c(O)c2c(=O)n(-c3ccccc3)c(-c3ccccc3)cc2oc1=O	8%	7%	0.8%	5%	-9%	3%	0.8%	-5%	-0.3%
Cc1cccc(-n2c(SCC(=O)Nc3nnc(C)s3)nnc2-c2ccoc2C)c1	-2%	0%	-1.7%	8%	-13%	-27%	0.0%	-2%	0.5%
Cn1c(-c2ccc(F)cc2)cnc1SCC(=O)N1CCCc2ccccc21	-20%	12%	1.1%	3%	0%	9%	1.1%	6%	11%
O=C(NC1CCCCC1)C(c1cccnc1)N(C(=O)c1ccc(Cl)nc1)C1CCCCC1 (configuration not stated)	20%	22%	29%	4%	-1%	-4%	0.9%	10%	-1.0%
COc1ccc(C(=O)N2CCCC(Nc3ccc(C(C)C)cc3)C2)c(OC)n1 (configuration not stated)	6%	9%	1.1%	3%	-4%	1%	-0.1%	6%	2.5%
Cc1cc(Br)ccc1NC(=O)c1ccccc1-c1ccccc1	-5%	4%	-0.5%	4%	16%	1%	1.6%	4%	2.6%
Cc1cc(C)n2nc(C(=O)NCc3ccccc3)nc2n1	-6%	6%	-2.4%	9%	12%	4%	0.1%	10%	2.9%
COc1ccccc1NC(=O)CCC(=O)O	0%	-1%	1.5%	6%	0%	-1%	0.1%	3%	3.7%
COc1ccc(NC(=O)c2ccc3nc[nH]c3c2)c(OC)c1	-4%	14%	-2.3%	-6%	-6%	-10%	0.0%	-13%	1.7%
Cc1nnc(SCC(=O)NC2CCCCC2)n1C1CCCCC1	4%	8%	0.7%	6%	-8%	-7%	1.9%[50 µM]	2%	1.3%

4 compounds already listed, arranged by the value under RSV CPE inhibition, ascending.
SMILES | GPR35 arrestin U2OS | SV40 large T antigen | HIV fusion peptide | Rac1 GTP hydrolysis | PhoP inhibition | Dengue-2 NS5 capping | RSV CPE inhibition
Cc1ccc(-n2c(C)cc(C(=O)CN3C(=O)C(=O)N(C4CCCC4)C3=O)c2C)cc1 | -8% | 18% | 0.0% | -3% | 9% | -5% | -2.8%
CSCC[C@@H](C(=O)NCCCCCCCCCCC(=O)N1CCNCC1)n1cc(CCO)nn1 | · | -2% | · | 4% | · | -3% | -0.6%
CCCN1CCCC[C@H]1C(=O)Nc1c(C)cccc1C | · | 12% | · | -3% | -6% | -1% | -0.3%
O=C(NNC(=O)c1cccs1)c1ccc(Cl)c(Cl)c1 | 2% | 7% | 3.0% | -3% | -11% | 2% | 1.0%

Whole records as entered above. Order of values: GPR35 arrestin U2OS | SV40 large T antigen | HIV fusion peptide | Rac1 GTP hydrolysis | PhoP inhibition | Dengue-2 NS5 capping | UTI89 phage lysis | GPR55 LPI antagonism | RSV CPE inhibition
CN(C)CCC(c1ccc(Br)cc1)c1ccccn1 (configuration not stated) is listed as -5% | 7%&11% | 0.6% | 0%&5%&5% | -4%&-1% | ? | 1.7%&-2.8%&0.8% | 8% | -0.2%&-0.1%
Cn1c(-c2ccc(F)cc2)cnc1SCC(=O)N1CCCc2ccccc21 is listed as -20% | 12% | 1.1% | 3% | 0% | 9% | 1.1% | 6% | 11%
O=C(NC1CCCCC1)C(c1cccnc1)N(C(=O)c1ccc(Cl)nc1)C1CCCCC1 (configuration not stated) is listed as 20% | 22% | 29% | 4% | -1% | -4% | 0.9% | 10% | -1.0%
Cc1cc(C)n2nc(C(=O)NCc3ccccc3)nc2n1 is listed as -6% | 6% | -2.4% | 9% | 12% | 4% | 0.1% | 10% | 2.9%

Given with two lines to a compound: part of the list above
Order of results – GPR35 arrestin U2OS, SV40 large T antigen, HIV fusion peptide, Rac1 GTP hydrolysis, PhoP inhibition, Dengue-2 NS5 capping, UTI89 phage lysis, GPR55 LPI antagonism, RSV CPE inhibition
> CCc1noc(C)c1C(=O)OCC(=O)NC(=O)c1ccccc1
 : -5%, 20%, -1.2%, 7%, 3%, 1%, 2.1%[50 µM], 12%, 1.4%
> CCCN1CCCC[C@H]1C(=O)Nc1c(C)cccc1C
 : ·, 12%, ·, -3%, -6%, -1%, 1.3%, ·, -0.3%

More compounds follow:
SMILES	GPR35 arrestin U2OS	SV40 large T antigen	HIV fusion peptide	Rac1 GTP hydrolysis	PhoP inhibition	Dengue-2 NS5 capping	UTI89 phage lysis	GPR55 LPI antagonism	RSV CPE inhibition
Fc1ccc(Br)cc1/C=N/N1CCN(c2ccccc2)CC1	8%	0%	0.1%	-2%	-5%	-8%	-0.6%	5%	?
O=c1[nH]cnc2c1C(c1ccc(Cl)cc1)c1c(nc[nH]c1=O)O2	9%	4%	-1.9%	-10%	3%	0%	-0.8%	2%	0.8%
O=C(c1ccc2c(=O)n(Cc3ccc4c(c3)OCO4)c(=O)[nH]c2c1)N1CCN(c2ccccc2)CC1	-8%	16%	13%	11%	-9%	-3%	0.5%	3%	1.3%
CC(=O)c1c(C(C)=O)c(C)n(C2CCCCC2)c1C	-5%	2%	-0.5%	11%	2%	6%	2.3%	3%	2.9%
CCC(C)(C(=O)NC1CCCCC1)N(C(=O)Cc1cccs1)c1ccccc1 (configuration not stated)	2%	6%	-1.3%	5%	-2%	2%	-0.6%[50 µM]	8%	1.1%
C=C1SC(=Nc2c(C)cc(C)cc2C)N(C(=O)c2sc3ccccc3c2Cl)C12CCCCC2	-1%	13%	-0.1%	5%	0%	-7%	0.1%	4%	10%
CSCCC(NC(=O)C1CCC(C)CC1)C(=O)Nc1ccc(NC(C)=O)cc1 (configuration not stated)	17%	16%	1.7%	5%	-4%	-9%	0.1%	1%	-0.1%
CCN(CC)C(=O)CSCC(=O)Nc1ccccc1	11%	1%	-0.8%	2%	11%	-4%	2.6%	1%	0.2%
CN1CCN(c2oc(-c3ccccc3Cl)nc2S(=O)(=O)c2ccccc2)CC1	9%	19%	0.2%	5%	-4%	3%	0.0%	5%	1.2%
Nc1nonc1-c1noc(N2CCCCC2)n1	2%	1%	-0.5%	12%	6%	1%	0.4%	-10%	0.7%
COc1ccccc1C(C)NCC(=O)NCc1ccc(C)cc1 (configuration not stated)	-16%	7%	-0.3%	9%	-4%	-4%	0.1%	8%	0.2%
CCCN(CCC)S(=O)(=O)c1cccc(C(=O)Nc2ccc3c(c2)OCO3)c1	10%	-4%	0.6%	8%	-10%	6%	1.0%	-2%	9.7%
O=C(CSc1cccc[n+]1[O-])Nc1ccc(N2CCOCC2)cc1	-3%	1%	0.5%	·	1%	·	·	-19%	-0.8%
C#Cc1ccc(CN2CCC(Oc3cc(C(=O)NC4CC4)ccc3OC)CC2)cc1	7%	·	0.2%	6%	·	-4%	0.3%	6%	·
CCCCN(CCCNC(=O)c1ccc2nc(N3CCOCC3)sc2c1)Cc1ccccc1	16%	2%	-0.7%	15%	11%	-5%	-0.3%	14%	0.0%
Cc1nc2ccccc2c2oc(C(=O)NCc3ccccn3)cc12	-7%	3%	-1.4%	6%	3%	-1%	0.4%	6%	-0.3%
COc1ccc(C(=O)NCC(c2ccccc2)N2CCCC2)cc1S(=O)(=O)N1CCOCC1 (configuration not stated)	·	·	·	-3%	·	-9%	-0.3%	·	-0.7%
N#CCS(=O)(=O)c1ccccc1	5%	8%	-1.0%	6%	-10%	-2%	0.0%	7%	0.8%
Cc1ccc(C(=O)C(C(=O)/C=C/c2ccccc2)=C2SCCCS2)cc1	-2%	4%	-1.1%	5%	1%	0%	-0.9%	22%	-2.5%
CN1CCc2c(sc(NC(=O)c3ccco3)c2C(N)=O)C1	1%	20%	5.1%	9%	-4%	-7%	0.1%	5%	1.6%
O=C(CN1N=C(c2ccc(Cl)cc2)CCC1=O)NCc1cccnc1	-11%	6%	2.0%	5%	3%	-4%	1.7%	12%	2.1%
CCn1c(SCC(N)=O)nc2ccccc2c1=O	-1%	3%	0.3%	9%	10%	-5%	0.0%	-16%	0.5%
CCOC(=O)NC(=O)CSc1nc2ccc([N+](=O)[O-])cc2[nH]1	10%	6%	2.0%	5%	9%	-5%	-0.3%	9%	2.4%
CCCCOC(=S)NC(=O)c1sc2ccccc2c1Cl	-7%	7%	2.7%	6%	2%	-1%	-0.9%	4%	1.0%
CC/C(=N\Nc1ccccc1[N+](=O)[O-])c1ccc(O)cc1	-4%	11%	-5.9%	·	-5%	·	·	-1%	3.4%
Cn1ccnc1/C(=N\NC(=O)c1ccc(O)cc1)c1cccc([N+](=O)[O-])c1	8%	21%	-0.3%	-1%	-9%	0%	0.0%	5%	1.6%
N=c1c2c3c(sc2nc2n1CCCCC2)CCCCC3	5%	7%	2.1%	10%	11%	-4%	-0.2%	5%	0.8%
